Compound activity from PubChem BioAssay.
USP8 block = blocks human USP8 ubiquitin-rhodamine cleavage; P40818; purified USP8, Ub-rhodamine cleavage fluorescence, 30 min; inhibition, % at 20 µM; 47,000 compounds, 4.2% hits
USP10 block = human USP10 deubiquitinase inhibition | AID 1645856 | inhibition, % at 20 µM | purified USP10, Ub-rhodamine fluorescence, 60 min | 47,000 compounds, 1.1% hits
USP30 block = inhibitors of human USP30 deubiquitinase; Q70CQ3; purified USP30, Ub-rhodamine cleavage fluorescence; inhibition, % at 25 µM; 47,000 compounds, 5.3% hits; AID 1645860
OTUD3 block = blocks human OTUD3 ubiquitin-rhodamine cleavage; purified OTUD3, Ub-rhodamine fluorescence, 2 h; inhibition, % at 25 µM; 47,000 compounds, 0.7% hits
Target sequence (Q5T2D3 whole entry, looked up): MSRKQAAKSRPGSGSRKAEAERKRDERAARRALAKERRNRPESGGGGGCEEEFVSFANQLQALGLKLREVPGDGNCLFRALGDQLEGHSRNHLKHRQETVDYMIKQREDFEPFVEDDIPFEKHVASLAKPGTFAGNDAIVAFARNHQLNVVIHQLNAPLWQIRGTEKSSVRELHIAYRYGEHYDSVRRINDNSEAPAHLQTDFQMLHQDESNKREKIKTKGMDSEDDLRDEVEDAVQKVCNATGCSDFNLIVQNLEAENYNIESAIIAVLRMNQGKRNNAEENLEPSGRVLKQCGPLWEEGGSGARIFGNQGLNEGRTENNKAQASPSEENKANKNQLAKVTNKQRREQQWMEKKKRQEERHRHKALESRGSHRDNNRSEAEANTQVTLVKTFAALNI
UCHL1 block = inhibitors of human UCHL1 deubiquitinase | 47,000 compounds, 0.2% hits | purified UCHL1, Ub-rhodamine cleavage fluorescence | P09936 | inhibition, % at 20 µM
USP7 block = human USP7 deubiquitinase inhibition. Q93009. 47,000 compounds, 0.3% hits. inhibition, % at 20 µM. purified USP7, Ub-rhodamine cleavage fluorescence. AID 1645854
USP17 block = human USP17-like deubiquitinase inhibition. inhibition, % at 50 µM. A8MUK1. purified USP17, Ub-rhodamine cleavage fluorescence, 3 h. 47,000 compounds, 6.5% hits
Target sequence (A8MUK1 whole entry, looked up): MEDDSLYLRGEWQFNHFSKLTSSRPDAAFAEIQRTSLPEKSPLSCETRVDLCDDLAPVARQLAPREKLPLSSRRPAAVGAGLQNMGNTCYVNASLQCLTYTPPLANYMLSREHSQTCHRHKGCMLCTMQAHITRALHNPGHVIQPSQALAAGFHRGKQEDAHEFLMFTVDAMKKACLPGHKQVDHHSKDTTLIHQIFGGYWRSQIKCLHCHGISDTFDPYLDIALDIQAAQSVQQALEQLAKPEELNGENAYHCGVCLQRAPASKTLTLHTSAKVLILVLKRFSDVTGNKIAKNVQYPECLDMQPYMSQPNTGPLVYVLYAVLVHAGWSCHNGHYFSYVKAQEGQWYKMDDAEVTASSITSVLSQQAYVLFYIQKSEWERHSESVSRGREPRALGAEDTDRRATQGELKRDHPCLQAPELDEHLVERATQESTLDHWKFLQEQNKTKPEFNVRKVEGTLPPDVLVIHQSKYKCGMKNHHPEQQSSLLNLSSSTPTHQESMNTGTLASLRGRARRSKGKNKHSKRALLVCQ
USP28 inh = human USP28 deubiquitinase inhibition; Q96RU2; purified USP28, Ub-rhodamine cleavage fluorescence, 30 min; inhibition, % at 25 µM; 47,000 compounds, 3% hits
An asterisk follows results filed as active; i = inactive; / = no result given. Rule as the data show it: active = inhibition above about 30%; inactive = the rest.

| USP8 block | USP10 block | USP30 block | OTUD3 block | UCHL1 block | USP7 block | USP17 block | USP28 inh | mol |
| --- | --- | --- | --- | --- | --- | --- | --- | --- |
| 6 | 7 | -2 | -5 | -2 | 0 | 36* | -4 | Cc1ccc(-n2c(-c3cccs3)cn3c4c(=O)n(C)c(=O)n(C)c4nc23)cc1 |
| 77* | 7 | -75 | -20 | -2 | -5 | 5 | -26 | CCCCOC(=O)c1ccc(NC(=O)C(=O)CC(=O)c2ccc(OC)cc2)cc1 |
| -8 | 3 | -28 | 11 | 1 | 7 | 1 | 11 | O=C(O)c1ccc(C(=O)N2CCc3nc4ccccc4n3CC2)cc1 |
| 14 | 0 | 2 | 3 | 3 | 7 | -24 | 6 | Cc1cc(C)cc(NC(=O)Nc2nnc(CC(=O)N3CCOCC3)s2)c1 |
| 4 | -1 | 11 | 13 | 0 | -10 | 2 | 1 | Cc1noc(C)c1CC(=O)N1CCC[C@@H]2[C@H]1C/C=C/Cc1ccccc1OCC(=O)N2C |
| -2 | -1 | -37 | -9 | -3 | -3 | -1 | -6 | Cc1ccccc1OCC(=O)NC(Cc1c[nH]c2ccccc12)C(=O)O (stereo not drawn) |
| -3 | -2 | -12 | -5 | -3 | 0 | -11 | -10 | Cc1cc2c(cc1CNC(=O)c1ccc3c(c1)OCCO3)OCCCO2 |
| -40 | -2 | -18 | 4 | 3 | 0 | -51 | 5 | COc1ccc(-c2cnc([C@@H]3COCCN3Cc3cnc[nH]3)[nH]2)cc1 |
| -14 | 2 | -115 | -22 | -6 | -2 | -19 | -24 | Cc1cc(N2CCn3c(nc4ccccc43)C2)ccc1NS(C)(=O)=O |
| -235 | -2 | i | -225 | -156 | -135 | -186 | -240 | COc1ccc(Cl)cc1N1C(=O)[C@H]2[C@@H](C1=O)[C@]1(C(=O)Nc3c(C)cc(C)cc31)N1CCC[C@@H]21 |
| 10 | -2 | 20 | 7 | -1 | 1 | 9 | 5 | CC(C)NC(=O)CN1CCC2(CCC1=O)CC(=O)c1ccccc1O2 (stereo not drawn) |
| -15 | -13 | -105 | -22 | -15 | -8 | -21 | -23 | CCn1nnc2cc(C(=O)N(Cc3ccccc3F)C3CC3)ccc21 |

Entries of single compounds, quoted from the list:
COc1ccc(-c2cnc([C@@H]3COCCN3Cc3cnc[nH]3)[nH]2)cc1 across the screens: USP8 block: -40; USP10 block: -2; USP30 block: -18; OTUD3 block: 4; UCHL1 block: 3; USP7 block: 0; USP17 block: -51; USP28 inh: 5
Cc1cc2c(cc1CNC(=O)c1ccc3c(c1)OCCO3)OCCCO2 across the screens: USP8 block: -3; USP10 block: -2; USP30 block: -12; OTUD3 block: -5; UCHL1 block: -3; USP7 block: 0; USP17 block: -11; USP28 inh: -10

Next part:
| USP8 block | USP10 block | USP30 block | OTUD3 block | UCHL1 block | USP7 block | USP17 block | USP28 inh | mol |
| --- | --- | --- | --- | --- | --- | --- | --- | --- |
| 2 | 2 | 2 | 0 | 0 | -9 | -8 | 4 | O=C(NCCc1c[nH]c2ccc(F)cc12)c1ccccn1 |
| -5 | 2 | 4 | 4 | 2 | 1 | 0 | 20 | O=C(CCCCCN1C(=O)[C@@H]2Cc3ccccc3CN2C1=O)Nc1ccc2c(c1)OCO2 |
| -2 | -1 | -5 | 0 | -1 | -11 | 1 | -4 | CCCCn1cnc2c(-c3ccccc3)cn(CC(N)=O)c2c1=O |
| 2 | 1 | 2 | 3 | -2 | 0 | -5 | -2 | Cc1ccc(Nc2nc(Nc3ccc(C)cc3)nc(N3CCCCC3)n2)cc1 |
| 17 | 4 | 12 | 8 | 4 | 7 | 6 | 3 | Cc1cc(NC(=O)c2cn(-c3ccc(S(=O)(=O)N4CCCC4)cn3)cn2)ccc1F |
| -34 | -5 | -15 | -4 | -5 | -7 | -15 | -15 | O=S(=O)(c1cccc(C(F)(F)F)c1)N1CCC(c2nc3ncccc3[nH]2)CC1 |
| -3 | -1 | / | 1 | 2 | 2 | -19 | / | COc1ccc(-c2c3c(=O)n(C)c(=O)n(C)c3cn2CCO)cc1 |
| 15 | 4 | 19 | 10 | 3 | 5 | 15 | 11 | COc1ccccc1NC(=O)C1=C(C)Nc2ncnn2C1c1cccnc1 (stereo not drawn) |
| -26 | 8 | 5 | 9 | 6 | 10 | -1 | 7 | CN1C(C(=O)Nc2ccc(F)cc2F)=CC(c2ccc(F)cc2)=NS1(=O)=O |
| -20 | 0 | -5 | -3 | -2 | 0 | -9 | -6 | Cn1c(N2CCCCCC2)nc2c1c(=O)n(Cc1ccccc1Cl)c(=O)n2C |
| 10 | 2 | -8 | 3 | 1 | -1 | -37 | 5 | CN1CCN(C(=O)CC[C@H]2CNC(=O)[C@@H]3[C@@H](CCN3C3CCCCC3)N2C)CC1 |
| -1 | 1 | -32 | 0 | 3 | 0 | -36 | -6 | Cc1nc2ccccn2c1CNc1cccc(C(=O)O)c1 |
| 21 | 4 | -15 | -16 | 11 | 7 | -4 | 50* | COC(=O)c1cc(NC(=O)/C=C/c2ccc(Cl)cc2)ccc1N1CCOCC1 |
| -35 | 5 | -2 | 1 | 6 | -1 | 6 | 7 | COc1ccc(C)cc1NC(=O)c1cc2ccccc2cc1OCC(=O)N1CCCC1 |
| 1 | 0 | 4 | -2 | -1 | 1 | -6 | -6 | CCCOc1ccc(/C(O)=C2\C(=O)C(=O)N(CCN(C)C)C2c2ccccc2)cc1 (stereo not drawn) |
| -2 | 4 | 4 | -5 | 0 | -6 | 3 | 9 | c1ccc(C2CCCN2c2ccccn2)cc1 (stereo not drawn) |
| 4 | 2 | 11 | 4 | 0 | 3 | 2 | 0 | CC(C)NC(=O)N1CC[C@H]2COC(=O)N(Cc3ccccc3)[C@@H]2C1 |
| 2 | 0 | 4 | -3 | 0 | -5 | -6 | -3 | CCN1CCCC1CN(Cc1cc2ccc(C)c(C)c2[nH]c1=O)C(=O)Nc1cccc(Cl)c1 (stereo not drawn) |
| -12 | 1 | 2 | 0 | -2 | -150 | -6 | -11 | CCc1ccc(N2C(=O)CC(c3ccc(F)cc3)C3=C2COC3=O)cc1 (stereo not drawn) |
| 22 | 0 | 19 | 14 | 2 | -29 | 17 | 16 | CCCc1cc(=O)[nH]c(N2CCN(c3ccc(F)cc3)CC2)n1 |
| -36 | -10 | -318 | -76 | -8 | -12 | -60 | -64 | O=C(Cn1ccc2ccc(N3CCOCC3)nc21)N1CCN(c2ccccc2)CC1 |
| -2 | 9 | -12 | -3 | 0 | 3 | 30 | 0 | CCOc1ccc(NC(=O)CSc2nc3c([nH]c4ccccc43)c(=O)n2C)cc1 |
| 20 | -3 | -18 | 4 | 2 | -9 | 11 | 0 | CN(C)C(=O)CN1C(=O)c2ccccc2C1c1c(-c2ccccc2)[nH]c2ccccc12 (stereo not drawn) |
| 4 | 7 | 16 | 11 | 4 | 9 | 8 | 10 | Cc1cccc2sc(N(Cc3ccccc3)C(=O)CCNC(=O)c3ccc([N+](=O)[O-])cc3)nc12 |

A different layout for part of the listing above.
SMILES	USP8 block	USP10 block	USP30 block	OTUD3 block	UCHL1 block	USP7 block	USP17 block	USP28 inh
CCOc1ccc(NC(=O)CSc2nc3c([nH]c4ccccc43)c(=O)n2C)cc1	-2	9	-12	-3	0	3	30	0
CN(C)C(=O)CN1C(=O)c2ccccc2C1c1c(-c2ccccc2)[nH]c2ccccc12 (stereo not drawn)	20	-3	-18	4	2	-9	11	0
Cc1cccc2sc(N(Cc3ccccc3)C(=O)CCNC(=O)c3ccc([N+](=O)[O-])cc3)nc12	4	7	16	11	4	9	8	10

(next part)
| USP8 block | USP10 block | USP30 block | OTUD3 block | UCHL1 block | USP7 block | USP17 block | USP28 inh | mol |
| --- | --- | --- | --- | --- | --- | --- | --- | --- |
| -18 | -1 | 5 | -2 | 0 | 0 | -8 | -8 | CCN1C[C@@]23CN(C(=O)NCCc4ccc(F)cc4)C[C@@H](C[C@@H]2S1(=O)=O)O3 |
| 17 | 1 | 38* | 11 | 5 | 5 | 14 | 22 | O=C(CCc1nnc2n(Cc3ccccc3)c(=O)c3ccccc3n12)N1CCC(Cc2ccccc2)CC1 |
| 27 | 23 | 15 | 5 | 6 | 3 | 55* | 20 | CC1CCN(S(=O)(=O)c2ccc3[nH]cc(C(=O)NCc4ccco4)c(=O)c3c2)CC1 |
| 15 | -2 | 15 | 9 | 0 | 3 | 13 | 2 | CS(=O)(=O)c1ccc(-n2cc(-c3ccncn3)cn2)cc1 |
| 1 | 4 | 0 | 0 | -5 | 2 | -16 | 8 | Fc1ccc(OCc2cc(-c3ccccc3)no2)cc1 |
| 23 | -9 | -72 | -8 | -9 | -10 | -2 | -7 | CC(C)Cc1cc(C(=O)N2CCCC2c2ccnc(=O)[nH]2)n(C)n1 (stereo not drawn) |
| 0 | 2 | -4 | -8 | -2 | 0 | -6 | -9 | CC(Oc1ccc(F)cc1)C(=O)N1CCC(c2[nH]nc3nccnc23)CC1 (stereo not drawn) |
| -12 | 19 | 40* | 26 | 7 | -35 | 15 | 40* | Cc1snc(SCc2nc(COc3ccc(Cl)cc3Cl)n[nH]2)c1C#N |
| 6 | 0 | 13 | 6 | 0 | -2 | 0 | 2 | Cc1[nH]c(C)c(S(=O)(=O)N2CCN(C(C)C)CC2)c1-c1nnc(C2CCC2)o1 |
| 18 | 2 | 23 | 16 | 4 | -1 | 17 | 8 | CC(C)(C)C(=O)OCc1noc(-c2ccccc2)n1 |
| 4 | 11 | -12 | 10 | 0 | 0 | 16 | 13 | CCOC(=O)CCc1c(C)c(C#N)c2nc3ccccc3n2c1-n1cnc2ccccc21 |
| -4 | 2 | -16 | -6 | -6 | -3 | 2 | -1 | CN1C(=O)c2cc(S(=O)(=O)Nc3cccc(F)c3)ccc2Oc2cccnc21 |
| -112 | 8 | 15 | 8 | 5 | 3 | -2 | 27 | O=C(Nc1ccc(Oc2ccccc2)cc1)c1c(F)cccc1Cl |
| -6 | 23 | 22 | 4 | 5 | 5 | 10 | 43* | COc1ccc(C(=O)COC(=O)/C=C/c2ccc(S(=O)(=O)Nc3cccc(S(N)(=O)=O)c3)cc2)cc1 |
| -2 | 0 | / | -1 | 1 | 6 | 8 | / | Cc1cc(C)n2ncc(C(=O)N3CCN(c4ncccn4)CC3)c2n1 |
| -15 | -6 | -388 | -98 | -7 | -10 | -162 | -87 | C(=Nc1nc2ccccc2nc1N1CCCC1)N1CCOCC1 |
| -68 | 6 | 33* | 24 | 5 | -15 | 6 | 23 | O=C(NCc1ccc2c(c1)OCO2)c1cc([N+](=O)[O-])ccc1N1CCCCC1 |
| 11 | 2 | 10 | 11 | 4 | 6 | 9 | 10 | Cc1cc(C(=O)NCCn2ncc3c(N4CCCCCC4)ncnc32)no1 |
| 3 | 2 | -2 | 0 | 0 | 2 | 0 | 1 | Cc1nn2c(S(=O)(=O)Nc3cc(F)ccc3C)c(C)nc2s1 |
| -8 | -1 | -4 | -3 | -1 | 0 | -6 | -8 | Cc1ccccc1N1C(=O)COc2ccc3ccccc3c2C1C(=O)NC1CCCC1 (stereo not drawn) |
| 10 | 8 | 4 | 6 | 5 | 4 | 0 | 2 | CCCCC(=O)N1c2ncnn2C(c2ccccc2OC)CC1c1ccc(C)cc1 (stereo not drawn) |
| 0 | 0 | -4 | -2 | -2 | 3 | -2 | -19 | O=C(Cn1cnc2ccccc21)N1CC(c2nc(-c3ccncc3)no2)C1 |
| -31 | -2 | -101 | -31 | -2 | 0 | -101 | -73 | COCCn1ccc2nc(C)c(C(=O)N3CCN(c4ccc(F)cc4)CC3)cc2c1=O |
| 6 | -1 | -18 | 0 | -2 | 3 | 1 | -6 | Cc1ccc(-c2nn(-c3ccccc3)c3c2cnc2ccccc23)cc1 |
| 12 | 7 | 17 | 9 | 6 | 6 | 5 | 8 | COc1ccccc1-n1c(CNC(=O)c2ccccc2F)nnc1SCC(=O)N1CCc2ccccc21 |
| -30 | 0 | 1 | 0 | 8 | -17 | -8 | 0 | Cn1c(=O)c2c(nc3n(CC(O)c4ccccc4)c(-c4ccc(Cl)cc4)cn23)n(C)c1=O (stereo not drawn) |
| -54 | -6 | -420 | -102 | -28 | -25 | -38 | -123 | N#Cc1c(C(F)(F)F)cc(-c2ccccc2)nc1-c1ccc(Oc2ccc(Cl)c(F)c2)cc1 |
| 4 | 2 | 4 | -1 | 0 | 2 | -2 | 0 | CC1(C)Oc2ccccc2[C@H]2OCC3(CCN(C(=O)C(C)(C)n4cncn4)CC3)C[C@@H]21 |
| -332 | -1 | i | -139 | -42 | -37 | -155 | -146 | CN1CC(=O)N(C2CCNC2)Cc2c(NCCc3ccccn3)ncnc21 (stereo not drawn) |
| 10 | 3 | 7 | -3 | 5 | -52 | 8 | 13 | Cc1ccc(COc2ccccc2C2CC(=O)Nc3n[nH]c(C)c32)cc1 (stereo not drawn) |
| 5 | 4 | -23 | -6 | 2 | 7 | 0 | -2 | Cc1ccc(NC(=O)Cn2c3ncccc3c(=O)n2-c2cccc(Cl)c2)cc1 |
| -2 | -1 | -1 | 0 | -5 | -15 | -5 | -3 | COc1ccccc1CNC(=O)Cn1cccc1C(=O)c1ccccc1 |

As entered above:
USP8 block, CN1CC(=O)N(C2CCNC2)Cc2c(NCCc3ccccn3)ncnc21 (stereo not drawn) reads -332
USP7 block, COc1ccccc1-n1c(CNC(=O)c2ccccc2F)nnc1SCC(=O)N1CCc2ccccc21 reads 6
USP28 inh, Cn1c(=O)c2c(nc3n(CC(O)c4ccccc4)c(-c4ccc(Cl)cc4)cn23)n(C)c1=O (stereo not drawn) reads 0
USP7 block, COc1ccccc1CNC(=O)Cn1cccc1C(=O)c1ccccc1 reads -15
